Bioassay records deposited in PubChem by The Scripps Research Institute Molecular Screening Center.
GSTO1 inh: counter-screen for RBBP9 inhibitors: inhibitors of human GSTO1; P78417; recombinant GSTO1, activity-based probe fluorescence polarization; inhibition, % at 5.96 µM; 1.1% of 300,000 active; AID 1974;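 active means inhibition above the campaign mean inhibition plus 3 SD, cut at about 35% in these data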;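 further: 0% = GSTO1-1 with DMSO and 100% = wells lacking GSTO1-1 enzyme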
Target sequence (P78417 whole entry, looked up): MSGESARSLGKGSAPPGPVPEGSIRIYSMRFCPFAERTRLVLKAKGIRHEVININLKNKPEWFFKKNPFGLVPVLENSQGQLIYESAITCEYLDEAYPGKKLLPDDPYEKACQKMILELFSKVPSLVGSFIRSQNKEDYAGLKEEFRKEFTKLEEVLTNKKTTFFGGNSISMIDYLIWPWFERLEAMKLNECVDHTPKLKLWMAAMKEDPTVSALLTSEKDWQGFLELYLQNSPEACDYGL
PAD4 FP inh: inhibitors of human PAD4; 0.41% of 330,000 active; inhibition, % at 6.36 µM; Q9UM07; recombinant PAD4, RCA probe fluorescence polarization;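 active means percent inhibition above a cutoff equal to the mean of all tested compounds plus 3 SD, cut at about 15% in these data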;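 further: 0% = PAD4 with RCA probe and DMSO and 100% = probe without PAD4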
PAFAH1B2 inh: inhibitors of human PAFAH1B2. P68402. recombinant PAFAH1B2, FP-rhodamine activity probe, fluorescence polarization. inhibition, % at 3.39 µM. 1.2% of 340,000 active;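 active means inhibition above the mean of all tested compounds plus 3 SD, cut at about 24% in these data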;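 further: 0% = enzyme with DMSO and 100% = wells lacking PAFAH1B2; many of its hits are not listed in these tables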
Target sequence (P68402 whole entry, looked up): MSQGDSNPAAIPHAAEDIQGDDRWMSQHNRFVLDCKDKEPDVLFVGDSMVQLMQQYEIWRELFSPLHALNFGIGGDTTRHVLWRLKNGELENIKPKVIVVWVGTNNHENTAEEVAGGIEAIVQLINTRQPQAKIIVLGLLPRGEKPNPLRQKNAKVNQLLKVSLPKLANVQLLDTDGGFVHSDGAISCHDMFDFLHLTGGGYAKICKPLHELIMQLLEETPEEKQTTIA
PAFAH1B3 inh: inhibitors of human PAFAH1B3. 0.28% of 340,000 active. recombinant PAFAH1B3, FP-rhodamine probe, fluorescence polarization. inhibition, % at 3.39 µM. AID 492972;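 active means inhibition above the screen-wide average of all tested compounds plus 3 SD, cut at about 25% in these data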;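 further: 0% = enzyme with DMSO only and 100% = wells lacking PAFAH1B3 protein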
LYPLA2 counter: counter-screen for PME1 inhibitors: inhibitors of human LYPLA2. recombinant LYPLA2, FP-Rh probe fluorescence polarization. AID 2177. 0.38% of 320,000 active. O95372. inhibition, % at 5.9 µM;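 active means inhibition above the screen-wide mean plus 3 SD, limit set per campaign, cut at about 26% in these data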;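 further: 0% = LYPLA2 with DMSO and 100% = wells lacking LYPLA2 enzyme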
Target sequence (O95372 whole entry, looked up): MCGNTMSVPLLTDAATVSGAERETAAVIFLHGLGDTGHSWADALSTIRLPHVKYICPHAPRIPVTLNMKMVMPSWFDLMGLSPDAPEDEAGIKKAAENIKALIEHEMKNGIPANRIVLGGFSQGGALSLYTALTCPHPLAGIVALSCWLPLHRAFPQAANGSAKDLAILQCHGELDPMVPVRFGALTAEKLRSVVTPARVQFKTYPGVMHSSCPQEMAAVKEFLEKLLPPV
PAFAH2 inh: PAFAH2 (human) inhibition. 0.99% of 340,000 active. AID 492956. recombinant PAFAH2, FP-rhodamine activity probe, fluorescence polarization. inhibition, % at 3.39 µM;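 active means inhibition above the mean over all tested compounds plus 3 SD, cut at about 30% in these data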;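 further: inhibitors block probe labeling of enzyme so polarization drops; 0% = enzyme with DMSO and 100% = wells lacking PAFAH2 protein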
PME-1 primary: PME-1 (human) inhibition; recombinant PME-1, FP-Rh probe fluorescence polarization; inhibition, % at 5.9 µM; 0.53% of 320,000 active; AID 2130;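 active means inhibition above the campaign mean of all compounds plus 3 SD, cut at about 26% in these data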;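 further: competitive labeling of PME-1 active site by serine hydrolase directed probe; 0% = PME-1 with DMSO and 100% = wells lacking PME-1 enzyme; inhibitors block probe labeling so polarization falls and inhibition rises; many of its hits are not listed in these tables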
Target sequence (Q9Y570 whole entry, looked up): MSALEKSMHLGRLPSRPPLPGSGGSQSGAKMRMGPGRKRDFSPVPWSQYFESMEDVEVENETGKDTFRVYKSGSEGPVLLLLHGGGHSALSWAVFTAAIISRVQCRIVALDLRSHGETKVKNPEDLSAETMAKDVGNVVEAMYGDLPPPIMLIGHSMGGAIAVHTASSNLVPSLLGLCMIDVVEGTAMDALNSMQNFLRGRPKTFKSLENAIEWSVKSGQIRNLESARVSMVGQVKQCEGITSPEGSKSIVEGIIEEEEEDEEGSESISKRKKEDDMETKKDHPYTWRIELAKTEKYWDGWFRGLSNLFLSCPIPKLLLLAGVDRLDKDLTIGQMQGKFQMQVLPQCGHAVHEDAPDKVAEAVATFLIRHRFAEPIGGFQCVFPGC
pPAFAH inh: inhibitors of human plasma PAF acetylhydrolase (pPAFAH); recombinant pPAFAH, FP-rhodamine probe fluorescence polarization; 1.5% of 330,000 active; inhibition, % at 3.39 µM;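 active means inhibition above the mean inhibition across the screen plus 3 SD, cut at about 25% in these data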;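 further: inhibitors block binding of the rhodamine activity-based probe so polarization drops; 0% = enzyme with DMSO and 100% = wells lacking pPAFAH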
LYPLA1 inh: blocks human lysophospholipase 1, a PME1 counter-screen. recombinant LYPLA1, FP-Rh probe fluorescence polarization. 0.16% of 320,000 active. O75608. AID 2174. inhibition, % at 5.9 µM;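 active means inhibition above the mean of all tested compounds plus 3 SD, set per campaign, cut at about 14% in these data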;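 further: inhibitors block serine hydrolase probe labeling of LYPLA1 so polarization falls; 0% = enzyme with DMSO and 100% = wells lacking LYPLA1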
An asterisk follows results filed as active; . = no result given. A portion of the library. The share of hits here may be higher or lower than overall.

SMILES	GSTO1 inh	PAD4 FP inh	PAFAH1B2 inh	PAFAH1B3 inh	LYPLA2 counter	PAFAH2 inh	PME-1 primary	pPAFAH inh	LYPLA1 inh
COC(=O)c1ccc(NS(=O)(=O)c2ccc(SC)cc2)cc1	6	6	5	4	7	4	5	2	2
Fc1ccc(CNC2CCN(Cc3ccccc3)CC2)cc1	5	-5	0	3	2	-5	1	9	6
CCC(C)NC(=O)c1ccc(N2CC3CC(C2)c2cccc(=O)n2C3)c(NC(=O)c2ccc(Br)o2)c1 (stereo not given)	0	3	-2	5	-1	-1	-3	5	-1
CCOc1ccc(/C=C2\SC(=S)N(CCC(=O)O)C2=O)cc1	19	-1	2	1	6	-5	3	5	-1
CC(OC(=O)c1cccc(S(=O)(=O)Nc2ccccc2F)c1)C(=O)NCc1ccc2c(c1)OCO2 (stereo not given)	2	-2	10	-2	6	4	3	24	-1
CC1CN(S(=O)(=O)N2CCOCC2)CCN1S(=O)(=O)N1CCOCC1 (stereo not given)	2	1	3	6	1	-9	-3	1	0
O=C(NNc1ccccc1Br)C(=O)n1ccc2ccccc21	-3	-4	0	2	-1	-7	1	1	0
COc1ccc(/C=C/C(=O)NNC(=O)C(C)Oc2ccccc2F)cc1OC (stereo not given)	.	-7	2	6	.	9	.	2	.
Cc1ccccc1NC(=O)c1ccc2nc(N3CCOCC3)sc2c1	4	-2	-1	-2	3	1	0	-2	2
CCC(C)NC(=O)c1ccc(NC(=O)C2CCCO2)cc1 (stereo not given)	-4	-1	-3	-1	-2	8	-4	-8	-2
N#Cc1cc2sc3nnc(-c4ccncc4)n3c2cc1C#N	-5	2	2	8	7	8	5	-9	0
CCCCCCCCCCCCC(=O)CCCCC(=O)O	5	-3	5	20	12	6	-3	8	2
CC(C)OCCCNC(=O)c1ccc(N(C)S(C)(=O)=O)cc1	-4	2	7	3	-1	7	-4	-1	-2
O=[N+]([O-])c1ccc2nc(-[n+]3c(-c4ccccc4)cc(-c4ccccc4)cc3-c3ccccc3)[nH]c2c1	0	-3	1	-3	6	-4	4	8	2
CC(C)C[C@H](NC(=O)c1nc[nH]c1C(=O)N1CCC(C)CC1)C(=O)OC(C)(C)C	3	0	4	-4	1	3	2	0	1
Cc1noc(C)c1CSc1nc2ccccc2c(=O)n1-c1ccc(Cl)cc1	-5	3	5	9	1	4	-8	5	-4
O=c1[nH]c2cc3c(cc2cc1CN(Cc1cccs1)Cc1nnnn1Cc1ccco1)OCCO3	7	1	3	10	-7	-2	-17	10	-8
COc1ccc(N2CCN(CC(=O)Nc3ccccc3SC)CC2)cc1	-6	1	3	4	1	-2	8	2	1
Cc1ccc(/C=c2/sc3n(c2=O)CCCN=3)o1	7	-3	0	3	3	5	0	9	3
COc1cccc(NC(C(=O)Nc2cccc(C(C)=O)c2)c2ccccc2)c1 (stereo not given)	-5	-7	2	5	-8	-4	6	2	-14
CC(C(=O)NN)n1nnc(N2CCOCC2)n1 (stereo not given)	1	3	-1	6	0	7	-3	1	2
COc1cccc(/C=N/NC(=O)CC2C(=O)NN=C2C)c1OC (stereo not given)	0	-5	1	0	1	0	-3	2	0
Cc1ccc2nc(N/N=C/c3ccccc3F)nc(-c3ccccc3)c2c1	8	-3	1	-6	-9	1	-2	-3	-3
Cc1ccc(/C=C/C(=O)Nc2nnc(SCc3ccc(C#N)cc3)s2)o1	0	-6	-5	5	-10	-4	-4	3	0
Cc1cccc(-n2cc(-c3ccccc3)c3c(NN4CCOCC4)ncnc32)c1	-8	4	0	-3	-2	-1	-4	75*	1
Cc1cccc(N=Nc2c(O)[nH]c3ccc(Br)cc23)c1	-6	0	1	4	-2	12	8	5	-1
O=C(OCc1ccc(Br)cc1)c1cnc(Cl)c(Cl)c1	22	-2	11	-21	1	-17	-6	-2	-4
CCOc1ccc(-c2c(C(=O)N/N=C/C3CC=CCC3)nnn2-c2nonc2N)cc1 (stereo not given)	0	-3	0	1	-4	0	-2	3	-2
O=C(CSc1nc2ccccc2s1)N1CCCCC1	4	12	2	7	-2	2	-1	4	0
CCC(C)c1ccccc1NC(=O)C(C)OC(=O)CN1C(=O)NC(C)(C)C1=O (stereo not given)	-10	-4	0	0	6	2	-1	2	5
CCN1C(=O)c2ccc(C(=O)NCc3ccc4c(c3)OCO4)cc2C1=O	1	4	3	10	2	-1	8	7	-3
CCC(c1nnnn1Cc1ccc(F)cc1)N1CCN(C)CC1 (stereo not given)	10	-3	2	6	-4	6	3	-4	-3
Cc1ccc(Cn2nc(C)c(/C=N/NC(=O)c3cccnc3)c2C)cc1	3	-2	2	10	6	-5	1	0	-4
CC(C)c1ccc(NC(=O)C2CCN(c3ncnc4c3nc3n4CCCCC3)CC2)cc1	-4	-2	2	0	0	-2	3	13	-2
COCCN1CN=C(Nc2nc3ccccc3s2)NC1	-4	-7	6	2	1	5	-4	-4	2
COc1ccc(OCC(=O)NCc2ccc(Cl)cc2)cc1	5	-2	10	10	8	1	4	7	8
CN(C)S(=O)(=O)c1cccc(NC(=O)C(c2ccccc2)c2ccccc2)c1	-3	-2	8	7	-11	-5	-7	2	-7
COc1ccccc1-c1nnc(SCc2ccccn2)n1C	-1	-2	3	-11	5	5	1	2	2
O=C(Nc1ccc(S(=O)(=O)NC2=NCCCCC2)cc1)c1ccccc1Cl	-30	0	-1	4	-2	2	0	0	2
CCN(CC(=O)NCc1ccncc1)S(=O)(=O)c1ccccc1	2	1	2	0	-5	5	-7	-1	-2
CNc1cnn(-c2ccc(C)cc2)c(=O)c1Cl	-2	-4	1	9	7	4	-4	-1	2
O=C(Nc1ccc(Nc2ccccc2)cc1)C(Cl)Cl	24	-3	1	6	-1	2	5	7	-4
COc1cc(OC)cc(-c2cc3ncccc3cn2)c1	.	0	9	6	4	1	3	3	1
O=C1N=C(N2C=CC(=C3C=CNC=C3)C=C2)/C(=C/N=NC(=O)c2ccccc2)S1	-5	-1	1	8	0	5	-5	8	0
Fc1ccc2cnc(-c3ccccc3)c(-c3cc(C(F)(F)F)cc(C(F)(F)F)c3)c2c1	.	-8	9	15	.	-1	.	2	.
CNCC[C@@H](Oc1ccc(C(F)(F)F)cc1)c1ccccc1	4	-1	-2	6	1	2	-7	0	-4
CCCc1cc(=O)[nH]c(SCC(=O)c2ccc3c(c2)OCCO3)n1	0	0	0	-4	1	1	-6	5	-3
CC(=O)Nc1cc(C(=O)NCc2ccco2)ccc1Sc1ccc(C)cc1	2	-3	1	10	-5	-2	1	-4	3
Cc1ccc(C(=O)NCCc2cccs2)cc1	6	-1	4	-6	4	-8	-2	7	4
CC(C)c1cccc(C(C)C)c1NC(=O)COC(=O)[C@H](C)NC(N)=O	0	0	2	-2	0	0	0	-1	-4
COc1cc(NC(=O)Cn2cnc(C(=O)Nc3ccc(C)c(C)c3)n2)cc(OC)c1OC	.	-2	3	0	.	5	.	13	.
O=C(Cc1ccccc1)Nc1ccc(C(=O)O)cc1	-4	5	2	-6	8	0	-2	5	-2
O=C(Cc1ccccc1)NCCc1c[nH]c2ccccc12	0	-4	-5	5	-2	-1	-3	4	-2
CCc1ccc(C2C(C#N)=C(N)Oc3n[nH]c(CC(=O)OC)c32)cc1 (stereo not given)	19	3	1	3	5	-4	-6	2	1
CCOc1ccc(OCCCCn2cnc3ccccc3c2=O)cc1	-7	-2	-2	0	3	-6	-1	5	2
CCOC(=O)C1(Cc2ccccc2)CCN(Cc2cccc3nccnc23)CC1	9	3	-2	2	3	1	-4	1	1
CCCCc1n[nH]c2c1/C(=N/O)CC(c1ccccc1)C2 (stereo not given)	0	0	0	4	-7	5	6	3	-5
NCCCCC(N)c1cn([C@@H](CCC(=O)O)C(=O)N2CCNCC2)nn1 (stereo not given in full)	5	0	6	5	-3	5	0	-4	-3
Cc1ccc(Oc2nc(-c3ccccn3)nc3ccccc23)cc1	0	-4	.	.	3	.	2	5	4
COc1ccc(-c2[nH]c(-c3ccc4c(c3)OCO4)nc2-c2ccccc2)cc1	6	-4	8	11	5	20	16	9	-5

Two entries drawn at random from those above:
SMILES	GSTO1 inh	PAD4 FP inh	PAFAH1B2 inh	PAFAH1B3 inh	LYPLA2 counter	PAFAH2 inh	PME-1 primary	pPAFAH inh	LYPLA1 inh
CCCCc1n[nH]c2c1/C(=N/O)CC(c1ccccc1)C2 (stereo not given)	0	0	0	4	-7	5	6	3	-5
Cc1ccc(C(=O)NCCc2cccs2)cc1	6	-1	4	-6	4	-8	-2	7	4

Next part.
SMILES	GSTO1 inh	PAD4 FP inh	PAFAH1B2 inh	PAFAH1B3 inh	LYPLA2 counter	PAFAH2 inh	PME-1 primary	pPAFAH inh	LYPLA1 inh
O=C(COC(=O)c1c(F)cccc1F)NCc1cccs1	.	3	5	12	.	20	.	6	.
COC(=O)c1ccccc1NC(=O)C1CCCN(S(C)(=O)=O)C1 (stereo not given)	3	1	0	-4	-8	-6	5	0	-2
O=C(Oc1cccc(NC(=O)c2ccccc2Cl)c1)c1ccc([N+](=O)[O-])cc1	8	-5	10	0	20	0	-7	-3	2
O=C(COC(=O)c1cccc(NS(=O)(=O)c2ccc(F)c(F)c2)c1)NC(=O)NC1CCCC1	-2	-1	4	-6	3	12	6	20	-1
O=C(Nc1ccc2c(c1)C(=O)NC2=O)c1ccccc1Cl	-2	2	1	-1	6	3	2	4	-2
NC(=O)CN1CCN(CCN2C(=O)c3cccc4cccc(c34)C2=O)CC1	6	-3	-3	-3	5	-4	-3	7	-3
O=C(NCCCn1ccnc1)C(=O)NCC1OCCN1S(=O)(=O)c1ccc(Br)cc1 (stereo not given)	3	-1	2	4	-3	7	-2	2	4
COc1ccc(C(=O)COC(=O)CNC(=O)c2ccc(OC)cc2)cc1	-8	-2	-5	-2	1	-2	2	4	-2
CCc1nc2sc3ccccc3c(=O)c2c(=O)n1Cc1ccc(OC)cc1	1	0	1	6	0	6	-2	9	-2
Cn1nnnc1SCC(=O)Nc1ccc2c(c1)OCCO2	4	-2	4	1	10	2	1	5	4
CN(c1cc(=O)n2ccccc2n1)C1CCCCC1	1	-2	1	6	-4	11	-3	14	0
N#CC1=C2SCN(Cc3ccccc3)CN2C(=O)CC1c1ccccc1F (stereo not given)	8	5	2	-10	5	3	-4	7	0
Cc1c(NC(=O)CSc2cccc3cccnc23)c(=O)n(-c2ccccc2)n1C	24	4	2	3	3	-5	7	8	0
O=[N+]([O-])c1cccc(/C=N/Nc2nc(NCc3ccccc3)nc(N3CCOCC3)n2)c1	5	-3	4	4	-3	-3	-4	-1	-3
CCOc1cc(C(=O)Nc2cc(C)ccn2)cc(OCC)c1OCC	-3	-3	5	6	-2	3	1	0	0
COc1cc(C(=O)N2CCC(c3nc(-c4cccnc4)no3)CC2)cc(OC)c1OC	2	3	7	7	2	2	-1	0	1
O=C(/C=C/c1ccc2c(c1)OCO2)NC1CCCC1	-7	-3	-2	7	-2	-18	-5	-3	4
CN(c1ccccc1)S(=O)(=O)c1ccc(NC(=O)COc2ccccc2)cc1	-3	1	-4	1	-30	-2	-17	0	-24
CCOc1ccc(Oc2ccc(Cl)cc2NC(=O)CCNC(C)=O)cc1	0	-3	5	4	15	1	-4	1	1
CCOC(=O)C(NC(=O)c1ccccc1)(Nc1cccc(C)n1)C(F)(F)F (stereo not given)	-3	-5	7	2	-13	6	-1	-1	0
c1ccc(-c2nc(N3CCNCC3)nc3ccccc23)cc1	-1	4	-3	7	-4	-1	-2	5	-5
COc1cccc(-c2nn(-c3ccccc3)cc2C(=O)n2nnc3ccccc32)c1	4	-1	7	4	3	-6	1	3	0
